CHOP UPR activ: activators of apoptotic arm of unfolded protein response (CHOP); 0.34% of 330,000 active; CHO-CHOP luciferase reporter, UPR activation, luminescence; percent of tunicamycin response over DMSO baseline; activation, % at 10 µM;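 active means at 10 µM dose, activation of 40% or more, normalized to positive control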;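 further: 100% = tunicamycin at 10 µg/mL and 0% = DMSO alone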
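System: CHO-CHOP luciferase reporter cell line; amount: 500 cells/well; buffer or medium: F12 medium containing 10% fetal bovine serum; incubation: 6 h compound exposure at 37 °C after overnight seeding; measured by: luciferase luminescence after 10 min with Steady-Glo reagent; evaluation: % reporter activation, DMSO baseline versus tunicamycin full activation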
NR3A LBD binder: modulates the human NR3A ligand-binding domain; 2.5% of 340,000 active; Tm shift relative to glycine control, % at 25 µM; NR3A LBD differential scanning fluorimetry, Tm shift; 0% = protein alone, 100% = glycine-bound protein;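 active means melting temperature shift of at least 10% of the positive control shift, at one fixed dose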
APJ agonist: APJ receptor agonism | CHO-K1 APJ PathHunter beta-arrestin, luminescence; 0% DMSO wells, 100% apelin | activation, % at 20 µM | P35414 | 0.11% of 330,000 active;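 active means activation more than six SD over the plate average, tested at 20 µM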;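 further: 0% = DMSO alone and 100% = apelin-13 at 10 nM; some results filed as inactive read as strong as hits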
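Test system – PathHunter CHO-K1 APJ (AGTRL-1) beta-arrestin reporter cells · Input – 1000 cells/well · Compound – single test compound dose, 20 µM final, 1% DMSO · Times – compound stimulation 90 min at 25 °C, detection 60 min · Technique – beta-gal luminescence · Read-out basis – APJ–arrestin association signal · Control set – negative DMSO alone, positive Apelin-13 at 10 nM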
TIM10 inh: growth inhibitors of TIM10 yeast strain | AID 463195 | S. cerevisiae TIM10 strain growth, BacTiter-Glo luminescence, 24 h | inhibition, % at 10 µM | 1.4% of 330,000 active;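 active means inhibition of 40% or more at the single tested concentration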;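 further: wild-type TIM10 isogenic control strain grown at permissive 25 °C; 0% = DMSO yeast wells and 100% = minimal medium wells without yeast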
tim10-1 inh: tim10-1 yeast growth inhibition; S. cerevisiae tim10-1 ts strain growth, BacTiter-Glo, 24 h; inhibition, % at 20 µM; 2.2% of 330,000 active; AID 463190;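 active means inhibition of at least 40%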;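 further: mutant grown at 25 °C; 0% = DMSO wells with yeast and 100% = wells holding no yeast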
tim23-1 inh: growth inhibitors of tim23-1 mutant yeast. S. cerevisiae tim23-1 growth, BacTiter-Glo luminescence, 24 h. AID 463212. 1.3% of 330,000 active. inhibition, % at 20 µM;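 active means growth inhibition of the mutant yeast at or above 50%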;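 further: temperature-sensitive mutant grown at 25 °C; plate controls were DMSO-treated mutant yeast for no effect and medium wells lacking yeast for full effect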
Mdm2-MdmX inh: human Mdm2/MdmX binding inhibition; 3% of 330,000 active; inhibition, % at 8 µM; SaOS-2 split-luciferase Mdm2/MdmX complementation, luminescence; O15151+Q00987;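 active means inhibition of at least 50% at 8 µM in the primary screen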
Target sequence (O15151 whole entry, looked up): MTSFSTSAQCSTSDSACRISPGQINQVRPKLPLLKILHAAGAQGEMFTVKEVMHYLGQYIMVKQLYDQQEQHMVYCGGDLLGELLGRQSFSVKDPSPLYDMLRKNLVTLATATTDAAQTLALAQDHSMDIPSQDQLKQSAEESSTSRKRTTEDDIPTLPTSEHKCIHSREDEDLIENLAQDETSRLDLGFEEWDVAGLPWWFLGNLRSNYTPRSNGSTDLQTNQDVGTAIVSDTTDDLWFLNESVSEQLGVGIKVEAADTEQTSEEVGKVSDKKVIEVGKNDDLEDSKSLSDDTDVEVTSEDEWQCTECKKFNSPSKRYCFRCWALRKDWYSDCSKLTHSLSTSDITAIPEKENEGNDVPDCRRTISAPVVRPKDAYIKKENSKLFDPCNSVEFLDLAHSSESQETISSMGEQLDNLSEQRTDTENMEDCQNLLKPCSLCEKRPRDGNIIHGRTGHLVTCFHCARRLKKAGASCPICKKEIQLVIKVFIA
Target sequence (Q00987 whole entry, looked up): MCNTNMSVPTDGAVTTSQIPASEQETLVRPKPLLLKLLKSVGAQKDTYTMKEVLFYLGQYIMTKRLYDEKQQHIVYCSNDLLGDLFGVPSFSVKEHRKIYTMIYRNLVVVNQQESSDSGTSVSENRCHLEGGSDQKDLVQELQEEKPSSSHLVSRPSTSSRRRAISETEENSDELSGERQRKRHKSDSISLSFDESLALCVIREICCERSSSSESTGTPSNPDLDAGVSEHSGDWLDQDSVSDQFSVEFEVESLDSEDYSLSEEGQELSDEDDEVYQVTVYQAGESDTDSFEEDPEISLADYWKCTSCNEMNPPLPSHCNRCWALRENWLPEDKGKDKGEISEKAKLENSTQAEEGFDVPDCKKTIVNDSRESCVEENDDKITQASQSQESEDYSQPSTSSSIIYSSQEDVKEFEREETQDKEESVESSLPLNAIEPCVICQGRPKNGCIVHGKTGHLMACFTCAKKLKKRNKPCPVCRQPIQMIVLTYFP
UPR XBP1 act: activators of adaptive arm of unfolded protein response (XBP1) | CHO-XBP1 luciferase reporter, IRE1-XBP1 UPR activation, luminescence; percent of tunicamycin response, DMSO as zero | activation, % at 20 µM | 0.33% of 330,000 active;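 active means versus positive control, 20 µM dose yields 30% or more activation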;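 further: 100% = tunicamycin at 10 µg/mL and 0% = DMSO only wells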
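Material: CHO-XBP1 cells stably carrying IRE1-XBP1-driven luciferase reporter / Amount: 1000 cells per well / Compound: 20 µM, 1% DMSO / Times: 6 h treatment, 37 °C / Detection: luciferase luminescence / Measure: % activation of reporter signal versus tunicamycin and DMSO controls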
NALP3 yeast inh: inhibitors of NALP3 inflammasome in yeast; inhibition, % at 10 µM; Yeast reconstituted NLRP3/ASC/caspase-1, beta-gal luminescence, 24 h; 0.39% of 330,000 active;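 active means inhibition of 50% or more; inactive means inhibition below 50%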;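 further: plate controls were induced DMSO wells for no effect and uninduced yeast grown without galactose for full effect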
The depositor's hits bear a star; / = no result given.

Sequence of screens – tim10-1 inh, Mdm2-MdmX inh, APJ agonist, TIM10 inh, tim23-1 inh, CHOP UPR activ, NALP3 yeast inh, NR3A LBD binder, UPR XBP1 act
Cc1n[nH]c(C)c1S(=O)(=O)N1CCN(S(=O)(=O)c2cccc(F)c2)CC1
    -4, 14, 1, -11, -5, 0.8, 10, 4, 7
O=C(CN1C(=O)NC(Cc2c[nH]c3ccccc23)C1=O)Nc1cccc(S(=O)(=O)N2CCCC2)c1 (centres undefined)
    7, 17, -1, 13, 8, -1.1, 3, -4, -1
O=C(O)c1cccc(S(=O)(=O)Nc2ccc(S(=O)(=O)N3CCOCC3)cc2)c1
    4, 25, -1, -5, 2, -1.8, -20, 0, -2
COc1cc(/C=C2/SC(=S)N(c3c(C)n(C)n(-c4ccccc4)c3=O)C2=O)ccc1O
    31, 8, -6, 17, 33, 2.3, 9, 1, 1
CCN1CCN(C(=S)NC(CC(=O)c2ccccc2)c2ccccc2)CC1 (centres undefined)
    2, 13, -1, 2, 9, -0.7, -9, 1, 0
COc1ccc(C(=O)Nc2ccccc2C(=O)N2CCCCC2C)cc1 (centres undefined)
    16, -4, -2, 11, 19, -1.2, 20, -2, 1
Nc1nc2c3ccccc3nc(Cc3ccccc3)n2n1
    34, 16, -2, 26, 38, -1.7, 0, 1, 0
Cc1cccc(NS(=O)(=O)c2ccc(C3CCCCC3)cc2)n1
    33, 28, -1, -11, 15, 0.1, 14, 0, 3
Cc1nn(-c2ccccc2)c(C)c1/C=N/NC(=O)c1ccccc1NS(=O)(=O)c1cccs1
    21, 8, 0, -2, 11, 1.0, 2, 2, -1
CN1CCN(C(=O)C2=C[C@@H](c3ccc(C(F)(F)F)cc3)C[C@@H](OCc3ccc(CO)cc3)O2)CC1
    0, 21, 2, -5, 10, 2.2, 20, 0, 1
CCOc1ccc2c(CC)cc(=O)oc2c1OCC
    5, 12, 2, 6, 19, -0.4, 10, 2, 2
CCOc1cccc(C(=O)NC2CCCCC2)c1
    2, -37, 3, 5, -2, 1.4, 1, -3, 0
O=C(Cc1ccccc1)NCC(=O)OCC(=O)c1cccc([N+](=O)[O-])c1
    5, 6, -7, -10, 4, 2.1, -3, 3, -2
Cc1ccc(C2C(C#N)=C(N)N(c3cccnc3)C3=C2C(=O)CCC3)s1 (centres undefined)
    16, -13, 0, 11, 11, -0.1, 11, 0, 2
CC(=O)NCCc1nc2ccccc2n1Cc1ccccc1
    -9, 9, -3, 8, 1, -1.0, 4, 1, -2
CCOc1ccc(CCNC(=O)COC(=O)c2c(C)nn(-c3ccccc3)c2C)cc1OCC
    8, 8, -5, 15, 19, -2.9, 14, -1, -4
CCCCCCCC(=O)NC(Nc1ccccc1OC)C(Cl)(Cl)Cl (centres undefined)
    -1, -16, -3, 24, 16, -2.2, 4, -7, -2
CCOC(=O)C(NC(C)=O)(NS(=O)(=O)c1ccccc1)C(F)(F)F (centres undefined)
    6, 11, -1, 1, 4, -1.5, 15, 2, 0
CCCCCCNC(=O)c1ccc(Br)o1
    7, 6, -6, -4, -3, 4.6, -4, -2, 0
Cc1cc(Cl)ccc1NC(=O)CN1CCCC1
    0, -8, 0, -6, 2, -1.0, 19, 1, -5
O=C(c1ccc(CS(=O)c2ccccc2Cl)o1)N1CCN(c2ccccc2)CC1 (centres undefined)
    19, 46, -3, 0, 16, 1.9, 20, 1, 2
Cc1ccc(Sc2ncccc2[N+](=O)[O-])cc1
    8, 12, -3, -18, 6, -0.5, -9, 1, 2
O=C(c1cc(S(=O)(=O)N2CCCC2)c(Cl)cc1Cl)N1CCCC1
    14, -12, -1, 16, 7, 3.9, 21, -2, 0
O=C(N=C1SC2CS(=O)(=O)CC2N1c1ccc(OC(F)(F)F)cc1)C1CC1 (centres undefined)
    3, 0, -3, 7, 7, 1.7, 5, 1, -3
COc1ccccc1OCC(=O)Nc1ccc(S(=O)(=O)N2CCCC2)cc1
    30, -7, -2, 22, 25, 1.2, 9, -3, -1
O=C(O)c1cccc(S(=O)(=O)NCC2COc3ccccc3O2)c1 (centres undefined)
    18, 6, -2, -2, 22, -0.3, 9, -1, -1
OCCN1CCN(CC(O)COc2ccc(-c3ccccc3)cc2)CC1 (centres undefined)
    -1, 10, -4, 13, 0, 3.9, 11, 2, 3
CCN(CC)S(=O)(=O)c1ccc(OC(C)C)c(N)c1
    5, -4, -2, 2, 14, 1.4, 8, 2, -2
O=C1C(Cl)=C(NCC2CCCO2)C(=O)N1Cc1ccccc1 (centres undefined)
    -2, -24, -4, -1, 2, -2.6, 24, 1, -1
O=C(CCSc1ccccc1)NCCSc1ccccn1
    8, -32, -1, 5, -31, -2.2, 27, 1, -1
CN(CC1CCOCC1)C(=O)CC1C(=O)NCCN1Cc1ccc(Cl)c(F)c1 (centres undefined)
    8, -6, -1, 7, 15, -0.3, 14, -2, -1
CCOc1cccc(C(=O)Nc2ccncc2)c1
    -2, -17, 6, 10, 20, -1.1, 1, 8, 1
C=CCn1c(SCC(=O)NC2CCS(=O)(=O)C2)nnc1-c1cc2c(s1)CCC(CC)C2 (centres undefined)
    -8, -16, 0, 6, 8, 4.7, 1, 0, -2
CO/N=C(\C)c1ncc(C(F)(F)F)cc1N1CCOCC1
    5, -10, 0, 4, 9, -0.4, 7, 0, -1
O=C(c1cccc(C(F)(F)F)c1)N1CCC(=O)N(C(CO)Cc2ccccc2)CC1 (centres undefined)
    -12, 21, -3, 0, -6, 0.7, 8, 0, -1
CCCC(=O)Nc1ccc(C(=O)Nc2nnc(COCC)s2)cc1
    14, -12, -1, 8, 26, -0.6, 5, -13, 0
Cc1cccc(NC(=O)c2cccc(C(=O)Nc3cccc(C)n3)c2)n1
    -34, -18, -1, 2, 1, -2.4, 30, 0, -4
Cc1c(NC(=O)COC(=O)c2ccc(Br)o2)c(=O)n(-c2ccccc2)n1C
    -5, 20, -1, -9, 12, -1.2, 0, -8, -5
COc1ccc(C2CC(=O)Oc3cc(OC)ccc32)cc1 (centres undefined)
    21, -8, /, 14, 50*, 0.4, /, -2, -1
COc1cc2c(cc1N/C=C(\C#N)c1nc(-c3ccccc3)cs1)oc1ccccc12
    16, 33, -1, -13, 0, -0.2, -4, 1, -2
O=S(=O)(NCCc1ccc(Cl)cc1)c1cccc2cccnc12
    14, 3, -4, 3, 24, -1.6, 20, 0, 1
C[C@H]1CN([C@@H](C)CO)C(=O)c2cccc(NC(=O)Nc3ccc(F)cc3)c2O[C@@H]1CN(C)Cc1ccc(C(=O)O)cc1
    -1, 5, -3, 4, -4, 1.7, 29, -1, 0
CC(C)(C)C1CCc2onc(C(=O)NCc3ccc(F)cc3)c2C1 (centres undefined)
    38, 18, 2, 21, 25, 1.5, -10, -10, 0
O=C(O)CNc1nc(-c2ccccc2)c2cc([N+](=O)[O-])ccc2n1
    -8, 26, -3, 5, -9, 1.4, 18, 1, -1
CC1CN(C2CCN(S(=O)(=O)c3ccccc3)CC2)CC(C)O1 (centres undefined)
    -4, -15, -1, 9, -29, -0.3, 13, -1, -2
Cc1ccc2c(cnn2C(=O)CCC(=O)N2CCCCC2)c1
    -11, 11, 3, 3, 9, 3.9, 21, -2, 0
COCCCNC(=O)c1cc(Nc2ccc(OC)cc2OC)nc2ccccc12
    8, -19, -2, 11, -4, 1.3, 9, -1, -1
CN(C)CCCN(C(=O)c1ccc2ccccc2c1)c1nc2cc3c(cc2s1)OCO3
    50*, 77*, 0, 46*, 21, 1.5, 46, -2, 3
CCOC(=O)c1nc(-c2ccccc2)oc1N1CCOCC1
    16, 27, -4, -16, 10, -2.6, 9, 1, -4
O=c1oc2ccccc2c2c1ncn2-c1ccccc1
    10, 0, -1, 7, -1, -0.1, 1, -1, 2
O=P1(c2ccccc2)C=Cn2c1cc1c2CCCC1 (centres undefined)
    4, 5, -2, 7, -10, -0.6, 6, -1, -1
O=C(NCCC1=CCCCC1)c1ccc(F)c(S(=O)(=O)N2CCOCC2)c1
    13, -7, -3, 2, 6, 2.1, 15, -3, 1
CC12CC3(C)CC(C)(C1)CC(C(=O)NCc1cccnc1)(C2)C3
    2, 11, -2, -6, 29, 0.7, 15, -2, -2
Cc1cccc(-c2noc(CCC(=O)Nc3ccc(C(N)=O)cc3)n2)c1
    -1, 12, 0, 3, 8, 0.7, 10, -4, 0
Cc1ccc(NC(=O)CSc2n[nH]c(=O)n2C2CC2)cc1S(=O)(=O)N1CCOCC1
    -6, 3, -3, 1, 7, 2.2, 15, -1, -1
Cc1cccc(NC(=O)c2cc(NC(=O)C3CC=CCC3C(=O)O)ccc2N2CCOCC2)c1 (centres undefined)
    8, -7, -1, 4, 12, -1.7, 0, 4, -1
Nc1nc(-c2ccc3c(c2)CCC(=O)N3)cs1
    6, 8, -3, -4, 8, 1.0, 15, -2, 3
O=C1C2CCCN2C(c2ccccc2)N1c1ccc(F)cc1 (centres undefined)
    -9, -2, -2, 0, -12, -1.2, 18, -1, 0
c1ccc(Nc2ccnc(Nc3ccccc3)n2)cc1
    25, -72, 7, 18, 27, 6.0, 18, -5, 3
NS(=O)(=O)c1ccc(NN=C2CCN(Cc3ccccc3)CC2)c([N+](=O)[O-])c1
    3, -9, 1, 5, 2, -1.5, 8, 0, -1

Arranged by number of heavy atoms (high to low): four of the compounds above
Sequence of screens – tim10-1 inh, Mdm2-MdmX inh, APJ agonist, TIM10 inh, tim23-1 inh, CHOP UPR activ, NALP3 yeast inh, NR3A LBD binder, UPR XBP1 act
CCN1CCN(C(=S)NC(CC(=O)c2ccccc2)c2ccccc2)CC1 (centres undefined)
    2, 13, -1, 2, 9, -0.7, -9, 1, 0
Cc1cccc(NS(=O)(=O)c2ccc(C3CCCCC3)cc2)n1
    33, 28, -1, -11, 15, 0.1, 14, 0, 3
c1ccc(Nc2ccnc(Nc3ccccc3)n2)cc1
    25, -72, 7, 18, 27, 6.0, 18, -5, 3
CCN(CC)S(=O)(=O)c1ccc(OC(C)C)c(N)c1
    5, -4, -2, 2, 14, 1.4, 8, 2, -2

Continued.
Sequence of screens – tim10-1 inh, Mdm2-MdmX inh, APJ agonist, TIM10 inh, tim23-1 inh, CHOP UPR activ, NALP3 yeast inh, NR3A LBD binder, UPR XBP1 act
CCN(CC)c1ccc2cc(-c3nc4ccccc4[nH]3)c(=O)oc2c1
    -1, 67*, 10, 34, 5, 22, -9, -403, 45*
O=C(c1ccco1)N1CCN(S(=O)(=O)c2ccc3c(c2)OCCO3)CC1
    8, 18, -4, -11, 6, -2.6, -2, -3, -1
OCCN(Cc1ccccc1)CC(O)COc1ccc2c(c1)OCO2 (centres undefined)
    -4, -13, -5, 8, 23, 1.6, 1, 1, 0
CC(C)(C)Cc1nnc(NC(=O)CN2C(=O)c3ccccc3C2=O)s1
    -1, -10, -1, 13, 10, -0.4, 15, -2, -4
O=C(Nc1nnc(C2CC2)s1)C1COc2ccccc2O1 (centres undefined)
    11, -68, 2, 19, 39, -2.8, 33, 1, -4
O=C(COC(=O)c1n[nH]c2ccccc12)c1cc(F)ccc1F
    10, -31, -3, 15, 32, 2.5, 0, -1, -1
COc1cc(O)c(CCC(=O)c2ccc(OC)c(OC)c2)c(OC)c1
    -22, 20, -3, -24, 23, 0.0, 19, 0, -2
FC(F)C(F)(F)c1cc(-c2ccccc2)n[nH]1
    9, 25, 7, 12, 21, 4.0, 20, 2, 2
